From PubChem
D1 antag: Antagonist of Human D 1 Dopamine Receptor: qHTS; 360,000 tested, 3.2% active; HEK293 TREx D1 cells, calcium flux, dopamine EC80; active compounds read low; D(1A) dopamine receptor (Homo sapiens), P21728; activity change, negative = inhibition, % at 10 µM; in the data active = activity change below about -30%; note: % is set by controls: 0 for no effect and ±100 for the full control effect
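HEK293 T-REx cells expressing inducible, force-coupled D1 receptor; no-wash Ca dye, 30–90 min RT. Cmpd → 180 s read at 1 Hz → EC80 DA → 180 s read.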
TRHR ag: qHTS for Small Molecule Agonists and Allosteric Enhancers of Human TRH Receptor: Primary Screen for Agonists | Thyrotropin-releasing hormone receptor (Homo sapiens), P34981 | TRHR cells, calcium flux fluo-8, FDSS agonist mode | activation, % at 2 µM | 360,000 tested, 0.18% active | AID 493084, 2011; note: 0% is about no effect
Target sequence (P34981 whole entry, looked up): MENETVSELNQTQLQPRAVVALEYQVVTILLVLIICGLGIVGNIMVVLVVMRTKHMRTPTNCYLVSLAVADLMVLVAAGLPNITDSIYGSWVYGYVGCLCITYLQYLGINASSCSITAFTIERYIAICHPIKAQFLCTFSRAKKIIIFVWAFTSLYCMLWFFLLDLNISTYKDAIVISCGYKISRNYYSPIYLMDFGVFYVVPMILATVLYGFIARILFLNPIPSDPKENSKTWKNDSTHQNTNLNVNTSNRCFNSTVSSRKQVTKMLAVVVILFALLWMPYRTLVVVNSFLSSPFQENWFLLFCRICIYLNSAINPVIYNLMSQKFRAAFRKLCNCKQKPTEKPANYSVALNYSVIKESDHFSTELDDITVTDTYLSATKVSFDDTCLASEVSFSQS
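In this calcium-flux screen, cells bearing human TRHR are dye-loaded with fluo-8, baselined for 10 cycles, then exposed to library compounds; positive kinetic calcium responses during the agonist phase mark hits, with TRH as control.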
D2 ag: HTS Assay for Allosteric Agonists of the Human D2 Dopamine Receptor: Primary Screen for Agonists. D(2) dopamine receptor (Homo sapiens), P14416. HEK293 T-REx D2 cells, calcium flux agonist mode. activation, % at 2 µM. 340,000 tested, 0.53% active. AID 485358, 2010;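 active = activation over 3 SD above normal in the single-dose calcium agonist read, cut at about 30% in these data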; note: 0% is about no effect
Target sequence (P14416 whole entry, looked up): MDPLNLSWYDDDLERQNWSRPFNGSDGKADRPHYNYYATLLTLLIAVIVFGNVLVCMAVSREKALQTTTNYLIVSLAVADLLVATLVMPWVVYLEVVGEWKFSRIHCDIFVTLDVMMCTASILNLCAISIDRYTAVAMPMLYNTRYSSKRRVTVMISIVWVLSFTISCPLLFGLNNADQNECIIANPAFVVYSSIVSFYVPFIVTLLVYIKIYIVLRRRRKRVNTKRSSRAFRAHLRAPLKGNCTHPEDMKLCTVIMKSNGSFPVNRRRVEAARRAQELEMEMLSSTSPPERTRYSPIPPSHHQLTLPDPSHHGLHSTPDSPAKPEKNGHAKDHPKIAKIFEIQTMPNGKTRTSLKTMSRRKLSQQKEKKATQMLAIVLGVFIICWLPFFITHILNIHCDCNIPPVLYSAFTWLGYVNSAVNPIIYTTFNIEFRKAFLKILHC
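Agonism is scored from calcium flux in a force-coupled, inducible HEK293 cell line expressing D2, read kinetically for 180 s after compound addition against dopamine controls.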
D2 PAM: HTS Assay for Positive Allosteric Modulators of the Human D2 Dopamine Receptor: Primary Screen for Potentiators; D(2) dopamine receptor (Homo sapiens), P14416; HEK293 T-REx D2, calcium flux, EC20 dopamine potentiation; potentiation, % at 10 µM; 340,000 tested, 0.34% active; AID 485347, 2010;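 active = potentiation over 3 SD above the plate norm, cut at about 30% in these data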; note: 0% is about no effect
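Using a no-wash calcium dye in inducible, force-coupled HEK293 Trex cells expressing D2, we tracked fluorescence each second for 180 s after compound, then for 180 s after EC20 dopamine to detect augmented signalling.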
RXFP1 antag: qHTS Assay for Antagonists of the Relaxin Receptor RXFP1; 350,000 tested, 0.59% active; Relaxin receptor 1 (Homo sapiens), Q9HBX9; activity change, negative = inhibition, % at 57.5 µM; HEK293-RXFP1, relaxin-stimulated cAMP HTRF, 30 min; active compounds read low;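 active = activity change of -60% or lower, but not beyond a set lower limit; inconclusive = change between -60% and -40%, or beyond the set limit; inactive = change above -40%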; note: % is set by controls: 0 for no effect and ±100 for the full control effect
TRHR enhancer: qHTS for Small Molecule Agonists and Allosteric Enhancers of Human TRH Receptor: Primary Screen for Enhancers; Thyrotropin-releasing hormone receptor (Homo sapiens), P34981; TRHR cells, fluo-8 calcium fluorescence, EC20 TRH enhancement; enhancement, % at 2 µM; 360,000 tested, 0.66% active; AID 493056, 2011; in the data active = enhancement above about 30%; note: 0% is about no effect
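Enhancer read-out: after compound pinning and an initial kinetic agonist-mode read, an EC20 of TRH (10 nM final) was injected and fluo-8 calcium signal (Ex 480/Em 530) followed at 1 s/cycle for 100 cycles in TRHR-expressing cells.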
D1 PAM: Potentiators of Human D1 Dopamine Receptor: qHTS; D(1A) dopamine receptor (Homo sapiens), P21728; HEK293 TREx D1 cells, calcium flux, dopamine EC20 potentiation; potentiation, % at 10 µM; 360,000 tested, 0.036% active; in the data active = potentiation above about 30%; note: 0% is about no effect
D2 antag: HTS Assay for Allosteric Antagonists of the Human D2 Dopamine Receptor: Primary Screen for Antagonists. D(2) dopamine receptor (Homo sapiens), P14416. inhibition, % at 10 µM. 340,000 tested, 2% active. AID 485344, 2010. HEK293 TREx D2 cells, calcium flux, dopamine EC80; in the data active = inhibition above about 30%; note: 0% is about no effect
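Compounds are added to dye-loaded, induced HEK293 T-REx cells coupled to calcium release via D2; after a 3 min kinetic read an EC80 dopamine stimulus is given and fluorescence is recorded for 3 more min.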
D1 agonist: Allosteric Agonists of the Human D1 Dopamine Receptor: qHTS; HEK293 T-REx D1 cells, calcium flux, agonist mode; activation, % at 2 µM; 360,000 tested, 1% active; AID 504660, 2011; note: 0% is about no effect
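Agonism was scored from calcium flux recorded over 180 s (1 read/s) after pintool compound addition, following a 10-cycle baseline. Cells were inducible force-coupled HEK293 TREx D1, plated overnight at 30 C and loaded with no-wash calcium dye.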
* hit, by the source's call. Cut-off read from the data, not from the text of the source, unless noted: active = activation above about 30%; inactive = the rest.

How did CCCCc1nc2c(C)c(N)cnc2n1Cc1cccc([N+](=O)[O-])c1 do in these assays?
D1 antag: -8.5; TRHR ag: -1.0; D2 ag: -1.5; D2 PAM: 7.1; RXFP1 antag: -6.9; TRHR enhancer: -1.7; D1 PAM: 1.2; D2 antag: -23.3; D1 agonist: 2.2

Results for O=S(Cc1ccc(Cl)cc1)CC(O)COCc1ccc(Cl)cc1 (stereo not drawn) ?
D1 antag: -5.7; TRHR ag: 0.4; D2 ag: 0.2; D2 PAM: -3.3; RXFP1 antag: 14.0; TRHR enhancer: 0.5; D1 PAM: -1.9; D2 antag: 13.0; D1 agonist: 0.7

Results for O=C(Nc1cc(-c2nc3ncccc3o2)ccc1Cl)c1ccco1 ?
D1 antag: 1.5; TRHR ag: -1.6; D2 ag: 0.2; D2 PAM: 6.1; RXFP1 antag: 10.4; TRHR enhancer: -2.1; D1 PAM: -4.9; D2 antag: -4.0; D1 agonist: 0.7

How did COc1ccc2c(c1OC)C[N+]1([O-])CCc3cc4c(cc3C1C2)OCO4 (stereo not drawn) do in these assays?
D1 antag: -38.2*; TRHR ag: -0.2; D2 ag: 0.0; D2 PAM: 7.2; TRHR enhancer: -2.5; D1 PAM: -2.2; D2 antag: -22.1; D1 agonist: 2.7

How did CCCc1cc(=O)[nH]c(SCc2cccc(C)c2)n1 do in these assays?
D1 antag: 13.1; TRHR ag: 0.8; D2 ag: 0.9; D2 PAM: -0.6; RXFP1 antag: -18.8; TRHR enhancer: -4.7; D1 PAM: -5.8; D2 antag: 12.5; D1 agonist: 7.0

What do the screens show for `COc1ccc(C(=O)c2c3ccccc3[n+]([O-])n2CCCN)cc1`?
D1 antag: -5.3; TRHR ag: -0.2; D2 ag: -0.5; D2 PAM: -6.8; TRHR enhancer: 0.3; D1 PAM: -4.3; D2 antag: 5.1; D1 agonist: 0.3

How did O=C(CSc1ncnc2c1oc1ccccc12)c1cccs1 do in these assays?
D1 antag: -2.4; TRHR ag: 0.1; D2 ag: -0.1; D2 PAM: 20.3; RXFP1 antag: 1.2; TRHR enhancer: 20.3; D1 PAM: -3.4; D2 antag: -3.7; D1 agonist: 6.2

How did COCCn1c(=N)c(S(=O)(=O)c2ccc(Br)cc2)cc2c(=O)n3ccccc3nc21 do in these assays?
D1 antag: -3.4; TRHR ag: -0.8; D2 ag: 0.0; D2 PAM: 4.2; RXFP1 antag: -4.0; TRHR enhancer: 5.1; D1 PAM: -2.7; D2 antag: -25.0; D1 agonist: 0.5

What do the screens show for `Cc1cccc(NC(=O)CCN2CCCC(C)C2)c1` (stereo not drawn)?
D1 antag: -72.0*; TRHR ag: -0.1; D2 ag: 0.3; D2 PAM: -9.1; RXFP1 antag: -20.7; TRHR enhancer: -0.2; D1 PAM: -9.3; D2 antag: -4.4; D1 agonist: 1.6

Results for CCC(=O)N1CCc2cc(S(=O)(=O)NC(C(=O)NCCc3ccc(Cl)cc3)C(C)C)ccc21 (stereo not drawn) ?
D1 antag: 15.1; TRHR ag: -0.3; D2 ag: -0.6; D2 PAM: 6.1; RXFP1 antag: -1.3; TRHR enhancer: 6.8; D1 PAM: 10.2; D1 agonist: -0.9

How did O=C(Cc1ccc2c(c1)OCCO2)c1c(O)cc(O)cc1O do in these assays?
D1 antag: 3.1; TRHR ag: 0.8; D2 ag: 0.4; D2 PAM: 4.5; RXFP1 antag: -18.5; TRHR enhancer: 2.1; D1 PAM: 0.2; D2 antag: 9.0; D1 agonist: -1.1

Results for CC(=O)N1CCCc2cc(S(=O)(=O)N3CCC(N(C)C(C)C)CC3)ccc21 ?
D1 antag: -5.0; TRHR ag: 0.2; D2 ag: 0.6; D2 PAM: 9.5; RXFP1 antag: -9.2; TRHR enhancer: -0.9; D1 PAM: -6.4; D1 agonist: 2.4

How did Cc1ccc(NC(=S)N(CCN2CCOCC2)Cc2cc3cc4c(cc3[nH]c2=O)OCO4)cc1 do in these assays?
D1 antag: -0.6; TRHR ag: -0.1; D2 ag: -0.4; D2 PAM: -14.8; RXFP1 antag: -3.0; TRHR enhancer: 1.8; D1 PAM: 1.6; D2 antag: -14.7; D1 agonist: 1.6

Results for CCCc1ccc(NC(C)C(=O)Nc2ccc(S(=O)(=O)N3CCOCC3)cc2)cc1 (stereo not drawn) ?
D1 antag: 6.7; TRHR ag: -0.3; D2 ag: 1.4; D2 PAM: -2.6; RXFP1 antag: inconclusive; TRHR enhancer: -4.4; D1 PAM: 5.5; D2 antag: 11.9; D1 agonist: 12.6

Results for COc1ccc2c(c1OC)C(=O)N(c1ccc(F)cc1)C2 ?
D1 antag: -17.2; TRHR ag: -1.4; D2 ag: -0.2; D2 PAM: -3.2; RXFP1 antag: -5.4; TRHR enhancer: 3.4; D1 PAM: 1.1; D2 antag: -2.2; D1 agonist: 0.8

What do the screens show for `Cc1[nH]c2ccc(C(=O)NCCN3CCOCC3)cc2c1C`?
D1 antag: 2.5; TRHR ag: 0.9; D2 ag: 2.1; D2 PAM: -16.1; RXFP1 antag: -1.8; TRHR enhancer: 1.1; D1 PAM: -6.4; D2 antag: -8.1; D1 agonist: 0.6

How did Cc1cc(C(=O)NCCN2C(=O)S/C(=C\c3cccs3)C2=O)ccc1[N+](=O)[O-] do in these assays?
D1 antag: -25.4; TRHR ag: -0.2; D2 ag: 0.6; D2 PAM: -13.3; RXFP1 antag: -3.7; TRHR enhancer: -1.2; D1 PAM: 3.7; D2 antag: -10.3; D1 agonist: 1.6

Results for FC(c1nc2ccccc2[nH]1)C(F)(F)F (stereo not drawn) ?
D1 antag: 8.6; TRHR ag: -0.3; D2 ag: -0.2; D2 PAM: -2.0; RXFP1 antag: 1.8; TRHR enhancer: -3.1; D1 PAM: -0.1; D2 antag: -1.4; D1 agonist: 1.6

How did Cn1cc(S(=O)(=O)N2CCN(c3ccccc3)CC2)c(=O)n(C)c1=O do in these assays?
D1 antag: -0.6; TRHR ag: 0.3; D2 ag: -1.1; D2 PAM: 4.4; RXFP1 antag: -2.1; TRHR enhancer: 7.2; D1 PAM: -2.6; D2 antag: -21.4; D1 agonist: -2.1

How did COc1ccc(/C=C/C(=O)NCC(=O)N/N=C(\C)Cc2ccccc2)cc1 do in these assays?
D1 antag: -3.2; TRHR ag: -0.3; D2 ag: -0.6; D2 PAM: -1.7; RXFP1 antag: -11.1; TRHR enhancer: -0.7; D1 PAM: 0.4; D2 antag: 0.1; D1 agonist: -0.5

How did CCC(C)(C)C1CCc2[nH]nc(C(=O)N/N=C(\C)c3ccco3)c2C1 (stereo not drawn) do in these assays?
D1 antag: -23.0; TRHR ag: -0.9; D2 ag: -1.2; D2 PAM: -2.6; RXFP1 antag: -24.1; TRHR enhancer: -0.6; D1 PAM: 0.8; D2 antag: 2.9; D1 agonist: 4.7

What do the screens show for `CCOC(=O)c1cc([N+](=O)[O-])sc1NC(=O)c1ccc(S(=O)(=O)N2CC3(C)CC2CC(C)(C)C3)cc1` (stereo not drawn)?
D1 antag: -3.9; TRHR ag: 36.6*; D2 ag: 24.3; D2 PAM: 2.6; RXFP1 antag: -2.1; TRHR enhancer: -16.2; D1 PAM: -5.2; D2 antag: 10.4; D1 agonist: 6.7

How did O=C(O)c1ccc(NC(=O)c2ccc3c(c2)C(=O)N(CC2CCCO2)C3=O)cc1 (stereo not drawn) do in these assays?
D1 antag: 7.5; TRHR ag: 0.6; D2 ag: -0.1; D2 PAM: 9.6; RXFP1 antag: -0.2; TRHR enhancer: 6.5; D1 PAM: -1.9; D2 antag: -25.9; D1 agonist: 0.3

How did CCCc1nc2ccccc2n1CCOC do in these assays?
D1 antag: 3.0; TRHR ag: -0.2; D2 ag: -0.1; D2 PAM: -1.2; RXFP1 antag: -5.9; TRHR enhancer: -2.5; D1 PAM: -4.5; D2 antag: -6.8; D1 agonist: 0.4

How did NCCCCCc1nnc(SCC(=O)Nc2cccc(Cl)c2)o1 do in these assays?
D1 antag: 8.5; TRHR ag: 0.4; D2 ag: -1.1; D2 PAM: -7.7; RXFP1 antag: -7.9; TRHR enhancer: 3.5; D1 PAM: -4.0; D2 antag: 0.1; D1 agonist: 2.5

What do the screens show for `Cc1ccc2c(c1)C(c1ccc(O)cc1)(c1ccc(O)cc1)C(=O)N2C`?
TRHR ag: -1.2; D2 ag: -0.2; D2 PAM: 13.6; RXFP1 antag: -6.6; TRHR enhancer: 0.2; D1 PAM: -3.6; D2 antag: -4.7; D1 agonist: 1.7

What do the screens show for `CN(C)c1ccc(NC(=O)COC(=O)c2cc(=O)c3ccccc3o2)cc1`?
D1 antag: 4.1; TRHR ag: 0.3; D2 ag: 0.6; D2 PAM: -2.4; RXFP1 antag: -6.6; TRHR enhancer: 1.6; D1 PAM: 0.9; D2 antag: -11.0; D1 agonist: 2.9

What do the screens show for `CCC(=O)Nc1nnc(S(=O)(=O)N(CC)c2cc(C)cc(C)c2)s1`?
D1 antag: -0.6; TRHR ag: -0.5; D2 ag: 0.1; D2 PAM: -2.7; RXFP1 antag: -9.2; TRHR enhancer: -1.9; D1 PAM: -4.8; D2 antag: 11.8; D1 agonist: 0.4

Results for CC1CN(C(=O)N[C@@H](Cc2ccccc2)C(=O)O)CC(C)O1 (stereo partly drawn) ?
D1 antag: 17.7; TRHR ag: 0.0; RXFP1 antag: -2.9; TRHR enhancer: -5.4; D1 PAM: -5.0; D1 agonist: 0.2

Results for CN(C)c1ccc(N2C(=NC(=O)CCc3ccccc3)SC3CS(=O)(=O)CC32)cc1 (stereo not drawn) ?
D1 antag: 1.3; TRHR ag: 0.0; D2 ag: -0.5; D2 PAM: 6.2; RXFP1 antag: -6.3; TRHR enhancer: 5.9; D1 PAM: 1.5; D2 antag: -6.9; D1 agonist: 2.9

Looked up by structure from the list above:
Results for CN(C)c1ccc(N2C(=NC(=O)CCc3ccccc3)SC3CS(=O)(=O)CC32)cc1 (stereo not drawn) ?
D1 antag: 1.3; TRHR ag: 0.0; D2 ag: -0.5; D2 PAM: 6.2; RXFP1 antag: -6.3; TRHR enhancer: 5.9; D1 PAM: 1.5; D2 antag: -6.9; D1 agonist: 2.9

What do the screens show for `CCOC(=O)c1cc([N+](=O)[O-])sc1NC(=O)c1ccc(S(=O)(=O)N2CC3(C)CC2CC(C)(C)C3)cc1` (stereo not drawn)?
D1 antag: -3.9; TRHR ag: 36.6*; D2 ag: 24.3; D2 PAM: 2.6; RXFP1 antag: -2.1; TRHR enhancer: -16.2; D1 PAM: -5.2; D2 antag: 10.4; D1 agonist: 6.7
